# Screens deposited in PubChem by Sanford-Burnham Center for Chemical Genomics.
# MPTP inh = mitochondrial permeability transition pore inhibitors, primary screen, biochemical, isolated mouse mitochondria, absorbance. Ca2+ swelling absorbance, 30 min. inhibition, % at 10 µM. 360,000 tested, 1.4% active. AID 602449, 2012;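 active means inhibition of 50% or more, scaled per plate between neutral and stimulator controls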;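 further: 0% = DMSO wells given calcium and 100% = 1 mM EGTA wells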
# hIAP inh = human IAP inhibitors, primary screen, biochemical, luminescence, uHTS; 330,000 tested, 0.12% active; purified IAP, CDP-Star luminescence, 30 min; inhibition, % at 10 µM; Intestinal-type alkaline phosphatase (Homo sapiens), P09923;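 active means inhibition reaching a set limit with compound at 10 µM in the primary screen, cut at about 35% in these data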;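 further: plate controls were DMSO wells with enzyme for no effect and no-enzyme buffer wells for full effect; values of inactives mirror those of a sister screen read the other way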
# Target sequence (P09923 whole entry, looked up): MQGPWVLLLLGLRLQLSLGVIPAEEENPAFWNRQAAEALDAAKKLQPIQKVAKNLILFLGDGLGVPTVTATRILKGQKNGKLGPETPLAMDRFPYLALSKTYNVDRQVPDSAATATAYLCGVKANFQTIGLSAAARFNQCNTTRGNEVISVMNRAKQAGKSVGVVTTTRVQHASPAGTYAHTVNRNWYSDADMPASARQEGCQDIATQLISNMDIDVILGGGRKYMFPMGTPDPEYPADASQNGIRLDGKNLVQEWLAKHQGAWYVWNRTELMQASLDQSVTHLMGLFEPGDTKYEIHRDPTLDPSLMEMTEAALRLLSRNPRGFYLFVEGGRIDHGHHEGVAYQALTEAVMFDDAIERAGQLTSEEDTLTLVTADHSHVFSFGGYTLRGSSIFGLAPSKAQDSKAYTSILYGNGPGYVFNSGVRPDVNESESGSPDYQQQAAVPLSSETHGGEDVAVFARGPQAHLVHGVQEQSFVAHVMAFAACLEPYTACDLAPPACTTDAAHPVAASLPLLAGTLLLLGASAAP
# APOBEC3A inh = APOBEC3A ssDNA deaminase inhibitors, primary screen, selectivity assay for APOBEC3G inhibitor project, biochemical, FAM/TAMRA oligo cleavage fluorescence. inhibition, % at 20 µM. recombinant A3A, FAM/TAMRA ssDNA deamination fluorescence. 330,000 tested, 0.41% active. DNA dC->dU-editing enzyme APOBEC-3A (Homo sapiens), P31941;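 active means at least 40% inhibition at 20 µM here, with at most 30% in a related deaminase screen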;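 further: plate controls were A3A with DMSO for no effect and wells lacking A3A enzyme for full effect; some results filed as inactive read as strong as hits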
# hIAP activ = human IAP activators, primary screen, biochemical, luminescence, uHTS; activation factor at 10 µM; 330,000 tested, 0.16% active; purified human IAP, CDP-Star luminescence, 30 min; hits give high values; 1 = vehicle-only enzyme, 0 = enzyme-free background;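 active means activation factor of the enzyme at least 2-fold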; further: the source names both 10 and 20 µM as test concentration; values of inactives mirror those of a sister screen read the other way
# A3G deaminase = APOBEC3G DNA deaminase inhibitors, primary screen, biochemical, fluorescence, single-stranded DNA substrate, uHTS. inhibition, % at 20 µM. AID 493012, 2011. DNA dC->dU-editing enzyme APOBEC-3G (Homo sapiens), Q9HC16. 330,000 tested, 0.28% active. recombinant A3G, ssDNA deamination FAM/TAMRA fluorescence;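 active means inhibition of at least 40% at 20 µM, with no more than 30% in the related APOBEC3A deaminase screen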;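 further: plate controls were DMSO wells with A3G for no effect and wells lacking A3G enzyme for full effect; some compounds called inactive have numbers as strong as hits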
# Target sequence (Q9HC16 whole entry, looked up): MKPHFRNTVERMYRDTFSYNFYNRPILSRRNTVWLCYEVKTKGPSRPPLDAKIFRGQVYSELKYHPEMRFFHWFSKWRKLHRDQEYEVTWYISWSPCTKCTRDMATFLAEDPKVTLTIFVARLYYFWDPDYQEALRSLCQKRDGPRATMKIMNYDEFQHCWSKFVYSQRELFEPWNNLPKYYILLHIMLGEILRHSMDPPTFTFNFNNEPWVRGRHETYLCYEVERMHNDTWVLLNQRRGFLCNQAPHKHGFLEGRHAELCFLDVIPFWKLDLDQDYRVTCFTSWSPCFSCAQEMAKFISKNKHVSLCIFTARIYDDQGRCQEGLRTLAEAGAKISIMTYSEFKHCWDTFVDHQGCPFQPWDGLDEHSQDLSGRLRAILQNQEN
# NR3A LBD binder = binders of NR3A ligand-binding domain, primary screen, biophysical, differential scanning fluorimetry, uHTS; NR3A LBD differential scanning fluorimetry, Tm shift; 0% = protein alone, 100% = glycine-bound protein; Tm shift relative to glycine control, % at 25 µM; 340,000 tested, 2.5% active;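 active means melting temperature shift of at least 10% of the positive control shift, at one fixed dose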
# mIAP inh = inhibitors of mouse IAP, primary screen, biochemical, luminescence, uHTS; purified mouse IAP, CDP-Star luminescence, 30 min; inhibition, % at 10 µM; AID 2806, 2010; intestinal alkaline phosphatase [Mus musculus]; 330,000 tested, 0.2% active;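 active means inhibition of at least 40% at 10 µM in the primary screen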;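 further: plate controls were DMSO with enzyme for no effect and no enzyme wells for full effect; values of inactives mirror those of a sister screen read the other way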
# beta cell repl = inducers of MIN6 beta-cell proliferation, primary screen, ATP luminescence, uHTS; MIN6 cells proliferation, ATPlite luminescence, 48 h; cells starved in 0.2% serum; 100% = growth in 10% serum; proliferation, % at 10 µM; 330,000 tested, 0.29% active;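 active means compounds whose signal lies at least 3.5 SD above the mean of all wells on their plate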;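 further: 0% = DMSO-treated cells in low-serum medium and 100% = 10% serum control; some compounds called inactive have numbers as strong as hits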
# mIAP act = activators of mouse IAP, primary screen, biochemical, luminescence, uHTS; intestinal alkaline phosphatase [Mus musculus]; muIAP, CDP-Star luminescence, 30 min; hits give high values; 1 = vehicle-only enzyme signal, 0 = enzyme-free wells; activation factor at 10 µM; 330,000 tested, 0.24% active; AID 2805, 2010;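 active means activation factor of at least 2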; further: the source names both 10 and 20 µM as test concentration; values of inactives mirror those of a sister screen read the other way
#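 also added = chemiluminescent substrate CDP-Star | test system = mouse IAP enzyme | signal = chemiluminescence readout | compound = DMSO-dissolved test compounds | incubation = 30 min at room temperature | benchmarks = DMSO wells, no-enzyme wells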
# * marks the source's active call; other numbers are inactive results; / = not tested or not shown.
SMILES,MPTP inh,hIAP inh,APOBEC3A inh,hIAP activ,A3G deaminase,NR3A LBD binder,mIAP inh,beta cell repl,mIAP act
O=C(COC(=O)c1cccc(F)c1)NC1CC1,2.9,0,-4,1,-8,-3,-6,0,1.1
O=C(CN1CCN(S(=O)(=O)c2ccc(F)cc2)CC1)NCC1(N2CCOCC2)CCCCC1,-2.0,14,1,0.86,-2,-1,8,-1,0.93
CCc1c(O)nc(SCC(=O)Nc2ccccc2C)[nH]c1=O,-1.3,6,-1,0.94,-6,1,2,-1,0.98
CN(Cc1ccccc1)S(=O)(=O)c1ccc(N2CCOCC2)nc1,4.4,-15,-4,1.2,-6,0,-11,0,1.1
CC(C)(C)n1nnnc1C(c1cccc(C(F)(F)F)c1)N1CCOCC1 (stereo unspecified),-0.5,13,2,0.87,3,1,-6,-4,1.1
Cc1ccc(S(=O)(=O)NCCC(=O)N2CCN(S(=O)(=O)c3cccc(F)c3)CC2)cc1C,0.6,-16,-4,1.2,-12,0,-1,1,1
O=C(O)CCC(=O)N1N=C(c2ccco2)CC1c1ccco1 (stereo unspecified),1.0,-1,8,1,0,0,-4,-4,1
CCc1ccc(NC(=O)NCc2ccccn2)cc1,0.0,-28,3,1.3,-6,0,-8,-4,1.1
COc1ccc(C)cc1S(=O)(=O)N1CCC(C(=O)N2CCOCC2)CC1,0.0,-35,0,1.3,-6,-1,-8,5,1.1
Cc1cc(CC(C)C)n(-c2nc3ccccc3c(=O)n2OCc2ccccc2)n1,0.0,6,-1,0.94,-5,1,10,-2,0.91
COc1ccc(OC)c(C2C(C(C)=O)=C(C)Nc3ncnn32)c1 (stereo unspecified),1.5,2,-2,0.98,-4,1,6,-4,0.94
CC(C)CCNc1ncnc2c1cnn2Cc1ccccc1Cl,0.0,4,-1,0.96,-7,-4,-3,0,1
Cc1cc(NC(=O)c2ccccc2Oc2ccccc2)no1,0.2,20,-5,0.8,-4,0,4,2,0.96
O=C1c2ccccc2C(Nc2ccc(S(=O)(=O)N3CCCCCC3)cc2)N1Cc1ccco1 (stereo unspecified),1.3,6,-6,0.94,-8,-24,-11,-4,1.1
CC(C)(C)CN1CCNC(=O)C1CC(=O)NCCN1CCCc2ccccc21 (stereo unspecified),0.4,3,-2,0.97,-6,-3,0,-1,1
CCN(CC(=O)Nc1cccc(S(=O)(=O)N2CCCCC2)c1)Cc1ccccc1,-1.5,-2,6,1,-9,-1,-9,-3,1.1
CN1CCN(NC(=O)/C=C/c2cccc(Cl)c2)CC1,0.3,2,-4,0.97,-7,3,0,0,1
CCOC(=O)c1c(NC(=O)c2nn(C)cc2[N+](=O)[O-])sc(C)c1C,3.6,4,4,0.96,-2,-2,2,0,0.98
CNc1oc(C)nc1S(=O)(=O)c1ccc(C)cc1,-0.3,2,-2,0.98,-2,6,-2,-3,1
CCn1cc(/C=C/C(=O)Nc2ccn(Cc3c(F)c(F)cc(F)c3F)n2)cn1,4.5,-5,0,1.1,-2,0,13,0,0.87
O=C(Nc1ccc(-c2n[nH]c(=S)o2)cc1)c1ccccc1Cl,1.6,-9,-2,1.1,0,-4,-3,0,1
CN(c1cc(=O)n2ccccc2n1)C1CCCCC1,2.5,-14,0,1.1,2,-1,-1,1,1
Cn1c(=O)cc(NCc2ccccc2)[nH]c1=O,-4.3,0,-1,1,-3,-25,4,-2,0.96
COc1ccccc1OCCC(=O)OCC(=O)NCc1ccccc1,-8.4,6,-4,0.94,-5,-4,3,0,0.97
COCCCNC(=O)c1ccc(CS(=O)(=O)c2ccccc2C)o1,0.8,13,-4,0.87,-1,0,-3,-1,1
# (listing goes on)
SMILES,MPTP inh,hIAP inh,APOBEC3A inh,hIAP activ,A3G deaminase,NR3A LBD binder,mIAP inh,beta cell repl,mIAP act
COCCN1Cc2cccc(C(=O)NCc3ccc4c(c3)OCO4)c2C1=O,-0.8,16,0,0.84,-7,-1,0,4,0.99
N#Cc1sc(C(N)=O)c(-c2ccccc2)c1-c1ccccc1,1.5,13,-1,0.87,-6,-1,3,-2,0.97
COc1ccc2cc3c(nc2c1)OCC3,-1.5,10,-2,0.9,0,0,3,-3,0.97
O=C(Nc1ccccc1N1CCCCC1)C1=COCCO1,0.4,-2,-7,1,-10,0,-10,4,1.1
COCCNC(=O)[C@H]1C[C@@H]1[C@H](NP(=O)(c1ccccc1)c1ccccc1)c1ccccc1,-0.9,14,3,0.86,-2,-1,4,-4,0.96
CSc1ccc(CCNC(=O)CN2C(=O)c3cccnc3Oc3ccc(C)cc32)cc1,-0.4,2,-5,0.98,-9,-1,1,2,0.99
COc1ccc2c(c1)C(c1ccc(Cl)cc1)NC(=O)C2 (stereo unspecified),1.4,20,-2,0.8,-3,-5,-3,-6,1
Cn1cccc1-c1nc2ccc(NC(=O)c3ccco3)cc2[nH]1,1.9,-34,-3,1.3,-7,-4,-13,-5,1.1
CCNc1nc(NCC)nc(C(=O)OCCO)n1,-2.6,-11,-1,1.1,-1,0,10,1,0.9
Oc1c(C=Nc2ccc(Cl)cn2)sc2ccccc12,2.8,-2,4,1,1,11*,7,-3,0.93
Nc1nc2ccccc2n1Cc1ccc(Cl)c(Cl)c1,9.5,-7,-7,1.1,-8,3,-25,-4,1.3
Cc1cc([N+](=O)[O-])nn1CCCC(=O)Nc1ccc2c(c1)OCO2,1.0,12,-3,0.88,0,2,5,-5,0.95
O=C(O)/C=C/C(=O)NCc1ccccn1,-0.4,-14,8,1.1,1,1,2,-3,0.98
Cc1nc(NCc2ccco2)nc2c1C(=O)CC(C)C2 (stereo unspecified),-0.7,18,-7,0.82,-10,4,8,3,0.92
CC(=O)c1c(C)[nH]c(C(=O)OCC(=O)N2c3ccccc3NC(=O)C2(C)C)c1C,-6.4,-3,1,1,1,-6,-10,0,1.1
Cc1noc(C)c1C(=O)N1CCN(S(=O)(=O)c2cccs2)CC1,-1.6,9,0,0.91,-1,-1,0,-1,1
COc1ccc2oc(C(=O)c3ccccc3)c(N)c2c1,/,-13,-3,1.1,-4,1,-2,-2,1
CCOC(=O)NC(=O)/C(C=Nc1ccc(Cl)cc1)=C(\C)O,-0.5,-1,-2,1,-5,2,-2,-2,1
COc1cc(C(=O)OCc2nc3ccsc3c(=O)[nH]2)c([N+](=O)[O-])cc1OC,-1.4,-18,-1,1.2,-4,-1,4,-3,0.96
CCN(CC)S(=O)(=O)c1ccc(OC)c(NC(=O)c2cc(=O)[nH]c3ccccc23)c1,-1.1,-12,6,1.1,-3,0,5,-3,0.95
CCOC(=O)NC(=O)c1cn(N(C)c2ncc(C(F)(F)F)cc2Cl)c(=O)[nH]c1=O,-0.9,-4,-3,1,-6,0,-3,0,1
Nc1c(S(=O)(=O)c2ccccc2)c2nc3ccccc3nc2n1CCN1CCOCC1,0.5,6,-1,0.94,-2,0,7,-2,0.93
Cc1noc(/C=C/c2cccs2)c1S(=O)(=O)N1CCC(C(=O)NCCCN2CCC(C)CC2)CC1,-1.2,13,2,0.87,-2,-1,-5,0,1
CCOC(=O)c1c(C)nn(-c2ccc(NC(=O)c3c(C)noc3C)cc2)c1C,0.4,-2,-3,1,-7,-5,-5,0,1.1
COc1cccc(C(=O)CC(C(=O)O)c2ccc(F)cc2)c1 (stereo unspecified),1.2,7,0,0.93,-4,1,1,3,0.99

# Filtered by structure, those above containing a nitro group on carbon (3)
SMILES,MPTP inh,hIAP inh,APOBEC3A inh,hIAP activ,A3G deaminase,NR3A LBD binder,mIAP inh,beta cell repl,mIAP act
CCOC(=O)c1c(NC(=O)c2nn(C)cc2[N+](=O)[O-])sc(C)c1C,3.6,4,4,0.96,-2,-2,2,0,0.98
Cc1cc([N+](=O)[O-])nn1CCCC(=O)Nc1ccc2c(c1)OCO2,1.0,12,-3,0.88,0,2,5,-5,0.95
COc1cc(C(=O)OCc2nc3ccsc3c(=O)[nH]2)c([N+](=O)[O-])cc1OC,-1.4,-18,-1,1.2,-4,-1,4,-3,0.96

# (listing goes on)
SMILES,MPTP inh,hIAP inh,APOBEC3A inh,hIAP activ,A3G deaminase,NR3A LBD binder,mIAP inh,beta cell repl,mIAP act
COc1cc2cc(C)c3nnc(SCC(=O)Nc4cc(C)on4)n3c2cc1OC,-2.2,3,1,0.97,-3,0,0,0,1
O=C(NNC(=S)Nc1ccccc1)c1ccncc1,-3.1,-37,-4,1.4,-3,4,10,-1,0.9
CC(=O)N=C1SC2CS(=O)(=O)CC2N1Cc1ccc(C)cc1 (stereo unspecified),-0.1,4,-4,0.96,-12,0,-2,-4,1
CN(C)/C=C/c1oc2ccc(O)cc2c1[N+](=O)[O-],4.6,46*,6,0.54,3,-1,26,-1,0.74
CCCn1c(=O)n(C)c(=O)c2c(SCC(=O)NCC(c3ccccc3)N(C)C)nc(CC(C)C)nc21 (stereo unspecified),0.1,-16,0,1.2,-6,-2,10,-6,0.9
COc1cccc(O)c1CN1CCC(C(=O)Nc2ccc(Oc3cccnc3)cc2)CC1,18,-24,1,1.2,10,-2,-16,-2,1.2
O=C(COC(=O)Cc1ccccc1F)Nc1cc(S(=O)(=O)N2CCOCC2)ccc1N1CCCC1,-0.1,-1,-2,1,-2,0,16,1,0.84
Cc1cc(NC(=O)CSc2nnc(-c3ccncc3)n2-c2ccc(F)cc2)no1,0.3,-5,1,1.1,4,-2,-8,-2,1.1
COCCNC(=O)c1nn2cccnc2c1Cl,-0.4,7,-4,0.93,-7,0,5,-1,0.95
O=C(Nc1ccc(Cl)cc1F)C1CCN(S(=O)(=O)c2cccnc2)CC1,-1.5,-9,-4,1.1,-7,-2,10,0,0.9

# Arranged by the number under APOBEC3A inh (lowest first): 5 from the list above
Compound	APOBEC3A inh
O=C(NNC(=S)Nc1ccccc1)c1ccncc1	-4
O=C(COC(=O)Cc1ccccc1F)Nc1cc(S(=O)(=O)N2CCOCC2)ccc1N1CCCC1	-2
CCCn1c(=O)n(C)c(=O)c2c(SCC(=O)NCC(c3ccccc3)N(C)C)nc(CC(C)C)nc21 (stereo unspecified)	0
COc1cccc(O)c1CN1CCC(C(=O)Nc2ccc(Oc3cccnc3)cc2)CC1	1
CN(C)/C=C/c1oc2ccc(O)cc2c1[N+](=O)[O-]	6

# Single entries from the list:
# `COc1cccc(O)c1CN1CCC(C(=O)Nc2ccc(Oc3cccnc3)cc2)CC1` in A3G deaminase shows 10
# `CN(C)/C=C/c1oc2ccc(O)cc2c1[N+](=O)[O-]` in MPTP inh shows 4.6

# Rows are unselected; about 5% have a hit in one of these screens.
